TEAD-YAP inh – TEAD-YAP interaction inhibition, primary screen, TEAD-YAP interaction inhibitor project, luminescence, HEK-TIYL cells; TEAD-Gal4/YAP UAS-luciferase luminescence; inhibition, % at 9.12 µM; hit rate 1.4% among 640,000; in the data active = inhibition above about 32%;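 also: 0% = median of test compound wells and 100% = reference inhibitor wells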
GPR151 ag – activators of human GPR151, primary screen, cell-based, PathHunter beta-arrestin, luminescence; AID 1508602, 2020; hit rate 1% among 650,000; PathHunter beta-arrestin GPR151 cells; G-protein coupled receptor 151 (Homo sapiens), Q8TDV0; activation, % at 11.2 µM; in the data active = activation above about 4.9%;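 also: 0% = median of compound wells and 100% = cells with positive control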
Target sequence (Q8TDV0 whole entry, looked up): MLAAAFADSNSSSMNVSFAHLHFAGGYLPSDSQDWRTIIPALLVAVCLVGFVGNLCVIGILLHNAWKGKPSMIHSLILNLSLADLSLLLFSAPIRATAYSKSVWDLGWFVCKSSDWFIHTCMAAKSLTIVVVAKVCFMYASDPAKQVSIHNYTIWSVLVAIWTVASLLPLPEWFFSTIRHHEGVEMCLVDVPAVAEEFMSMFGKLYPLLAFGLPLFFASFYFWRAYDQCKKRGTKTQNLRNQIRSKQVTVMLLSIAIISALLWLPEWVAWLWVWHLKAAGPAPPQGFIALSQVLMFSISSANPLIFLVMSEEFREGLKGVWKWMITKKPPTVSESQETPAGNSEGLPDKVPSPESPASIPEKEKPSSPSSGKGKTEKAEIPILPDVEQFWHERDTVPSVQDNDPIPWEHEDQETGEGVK
MITF inh – MITF inhibitors, primary screen, biochemical, AlphaScreen, human; AlphaScreen MITF homodimerization, bead proximity signal; inhibition, % at 2.6 µM; hit rate 0.91% among 650,000; in the data active = inhibition above about 50%;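 also: 0% = vehicle wells with protein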
Target sequence (O75030 whole entry, looked up): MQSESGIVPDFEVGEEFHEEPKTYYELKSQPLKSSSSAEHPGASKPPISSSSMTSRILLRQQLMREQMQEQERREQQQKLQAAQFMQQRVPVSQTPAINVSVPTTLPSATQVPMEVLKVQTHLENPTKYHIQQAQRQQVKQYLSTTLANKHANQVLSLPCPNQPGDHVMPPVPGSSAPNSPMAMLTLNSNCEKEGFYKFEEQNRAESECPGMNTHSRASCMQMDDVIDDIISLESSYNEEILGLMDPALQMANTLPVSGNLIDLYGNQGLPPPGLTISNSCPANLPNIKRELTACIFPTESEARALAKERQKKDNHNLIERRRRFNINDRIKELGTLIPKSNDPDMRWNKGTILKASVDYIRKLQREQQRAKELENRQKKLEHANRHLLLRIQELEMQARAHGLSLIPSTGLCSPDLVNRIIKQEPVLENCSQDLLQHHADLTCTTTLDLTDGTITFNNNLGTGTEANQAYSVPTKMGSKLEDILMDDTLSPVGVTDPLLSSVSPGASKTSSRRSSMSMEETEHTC
FBW7 activator – FBW7 E3 ligase activators, primary screen, biochemical, AlphaScreen, human; AlphaScreen FBW7–phospho-cyclin E peptide binding, activator screen; normalized activity (activation), % at 26.1 µM; hit rate 0.13% among 650,000; F-box/WD repeat-containing protein 7 (Homo sapiens), Q969H0; in the data active = normalized activity above about 1.9%;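 also: purified mutant Fbw7 with reduced substrate affinity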
The depositor's hits bear a star; / = not tested or not shown.

Below each compound – TEAD-YAP inh | GPR151 ag | MITF inh | FBW7 activator
C/C(=N\NC(=O)C(O)(c1ccccc1)c1ccccc1)c1ccccc1O
 : -2 | 0.3 | -4 | 0.1
C=CCc1ccccc1OCCOc1cccc(/C=C2/C(=N)N3N=C(CC)SC3=NC2=O)c1
 : -31 | 1.0 | 17 | 0.7
CN1C(=S)SC(C)(C)C1/[N+]([O-])=C/c1cccc([N+](=O)[O-])c1 (configuration not stated)
 : -2 | 0.3 | 1 | 0.0
COc1ccc(CSc2nnc(SCC(=O)Nc3ccc(C(=O)O)cc3)s2)cc1
 : -12 | -0.4 | 2 | 0.0
O=C(NCc1nnc2n1CCN(C(=O)C13CC4CC(CC(C4)C1)C3)CC2)c1ccccc1
 : 4 | 0.0 | 4 | 0.0
Cc1c(C(=O)NN=C(c2ccc(F)cc2)c2ccc(F)cc2)nnn1-c1nonc1N
 : 6 | -0.5 | 3 | -0.1
CC1CC(C)CN(S(=O)(=O)c2ccc(C(=O)Nc3nc4ccc(S(N)(=O)=O)cc4s3)cc2)C1 (configuration not stated)
 : 0 | 1.4 | 0 | 0.1
COc1ccc(C(=O)Nc2ccc3c(c2)OCCO3)cc1
 : 66* | -6.8 | 1 | 0.1
O=C(O)CC(NCc1ccco1)C(=O)Nc1ccc([N+](=O)[O-])cc1 (configuration not stated)
 : 7 | -0.1 | 11 | 0.0
N=C1CCCN1c1ccccc1O
 : 0 | -0.6 | 18 | 0.3
C=CCC1(C#N)C(=S)NC(c2ccccc2)=C(C(=O)OCC)C1c1cccnc1 (configuration not stated)
 : -3 | 0.5 | -11 | -0.1
CC(=O)c1cccc(NC(=O)C(=O)N2CCCCC2)c1
 : -15 | -0.6 | -8 | 0.0
C=CCOC(=O)C1=C(C)NC(SCC(=O)Nc2ccccc2CC)=C(C#N)C1c1ccco1 (configuration not stated)
 : -1 | 0.7 | -6 | 0.0
Cc1noc(C)c1-c1nc(NCCN2CCOCC2)c2ncn(C3CCCCC3)c2n1
 : 3 | -1.3 | 18 | 0.1
CC(C)(C)c1ccc(/C=C2\SC(N3CCOCC3)=NC2=O)cc1
 : 0 | 0.3 | -4 | 0.3

Next structures:
Below each compound – TEAD-YAP inh | GPR151 ag | MITF inh | FBW7 activator
Cc1cc(C)c(NC(=O)C(C)Sc2ncn[nH]2)c(C)c1 (configuration not stated)
 : 2 | -0.1 | 6 | 0.2
C=CCOC(=O)COc1ccc(Oc2ccccc2)cc1
 : -3 | -0.9 | -12 | 0.3
O=C(COc1ccccc1)Nc1cc(-c2nc3ncccc3o2)ccc1Cl
 : 5 | -0.3 | -3 | 0.0
N[C@H]1CCN(O)C1=O
 : / | -1.1 | 13 | 0.2
CCN1CCN(C(=S)Nc2cc(C(=O)OC)ccc2C(=O)OC)CC1
 : 11 | 0.5 | 0 | 0.0
COc1ccc2c(CNCCc3ccccc3C)c(C(=O)O)n(Cc3ccc(C)cc3)c2c1
 : 9 | 0.2 | -2 | -0.1
CCC(=O)Nc1ccc(S(=O)(=O)Nc2nccc(C)n2)cc1
 : 6 | 0.6 | 5 | 0.0
CCC(=O)N1CCc2cc(S(=O)(=O)CCC(=O)NCCc3ccccc3)ccc21
 : 0 | -1.0 | -5 | -0.2
CCc1nnc(C2CCN(S(=O)(=O)c3ccc(F)cc3)CC2)s1
 : 3 | -1.0 | -2 | 0.1
NC1=NC(=O)CC(C(=O)Nc2ccc(Cl)c(Cl)c2)S1 (configuration not stated)
 : 4 | 0.5 | -4 | 0.1
Nc1nc(SCC(=O)Nc2cccc(Cl)c2Cl)n[nH]1
 : -2 | 0.2 | 4 | -0.1
COc1cccc(-c2noc(-c3ccc([N+](=O)[O-])c(C)c3)n2)c1
 : -24 | -1.8 | -4 | 0.0
CCOc1c(Br)cc(C2C(C#N)=C(N)Oc3cc(O)ccc32)cc1OC (configuration not stated)
 : -7 | 1.1 | 0 | -0.2
NC(=O)C1(N2CCCCC2)CCN(C(=O)Nc2ccccc2C(F)(F)F)CC1
 : -30 | 3.9 | 10 | 0.1
COc1ccc(CCn2c(C)cc(C(=O)CSc3nc(N)cc(N)n3)c2C)cc1
 : 14 | 0.8 | 5 | -0.2

Later entries:
Below each compound – TEAD-YAP inh | GPR151 ag | MITF inh | FBW7 activator
Cc1nn(CC(=O)N(C)C)c(=O)c2cc3occc3n12
 : 1 | 0.4 | 3 | -0.1
CC1(C(=O)NC2CCCCC2)CCC(=O)N1Cc1ccc(F)cc1 (configuration not stated)
 : -1 | 0.5 | -4 | 0.2
COC(=O)c1ccc(C)c(NC(=O)CN2C(=O)c3cccc4cccc2c34)c1
 : -9 | 1.9 | -3 | 0.1
CC1CCN(C(=O)CSc2ccnc3c2c(=O)n(C)c(=O)n3C)CC1
 : -3 | 0.0 | -5 | -0.3
CCCn1ncc(C(=O)N2CCc3c(nc(N4CCOCC4)[nH]c3=O)C2)c1C
 : -6 | -1.1 | 17 | 0.3
CCC(C)CNC1CCN(c2ccc(C(=O)NCc3ccc4c(c3)OCO4)cc2)CC1 (configuration not stated)
 : -5 | -0.6 | 11 | 0.0
CCCOc1ccc(Cc2c(Cl)nc(SC)nc2N2CCCCC2)cc1
 : -1 | -0.6 | 1 | 0.2
Cc1ccc(C(=O)Oc2ccc(/C=N/N=C3\NC(=O)C(CC(=O)O)S3)cc2)cc1 (configuration not stated)
 : 5 | 0.4 | 10 | 0.2
Oc1ccc(Br)cc1C1CC(c2ccc3c(c2)OCO3)=NC(c2ccccc2Cl)N1 (configuration not stated)
 : -6 | 0.5 | 10 | 0.0
COC(=O)c1c(NC(=O)C2CC2)sc2c1CCCCCC2
 : 6 | -0.8 | 1 | -0.1
CCOC(=O)c1cnn(-c2ccccc2Cl)c1CNCc1ccon1
 : -5 | 2.4 | 2 | 0.0
Cc1ccc([N+](=O)[O-])cc1NC(=O)c1snnc1C
 : 4 | 4.4 | 9 | -0.1
COc1ccccc1/C=C/C(=O)NCC(=O)N/N=C(\CCC(=O)O)c1ccccc1
 : -6 | -0.2 | 5 | 0.1
CCCC(c1nnnn1C(C)(C)C)N(CCO)Cc1cc2cc(OCC)ccc2[nH]c1=O (configuration not stated)
 : -1 | -1.4 | 8 | 0.3
CC1(C)Oc2ccc(C(=O)N3CCOCC3)cc2N(CC(=O)c2ccc(F)cc2)C1=O
 : -3 | 0.9 | 5 | 0.0

Additional structures follow.
Below each compound – TEAD-YAP inh | GPR151 ag | MITF inh | FBW7 activator
COCC(C)NCc1ccc2c(c1)OCO2 (configuration not stated)
 : 4 | -1.1 | 41 | 0.3
O=C(CSc1cn(Cc2ccccc2Cl)c2ccccc12)N1CCCC1
 : 11 | 0.8 | -3 | 0.2
COC(=O)C1=CN(CC2CCCO2)C=C(C(=O)OC)C1c1cccc(Oc2ccccc2)c1 (configuration not stated)
 : -24 | 0.0 | -16 | 2.4*
CCOC(=O)C1=C(C)NC(SC)=NC1c1ccccc1 (configuration not stated)
 : -4 | 3.9 | -7 | -0.1
O=C(CN1CCN(c2ccc(Cl)cc2)CC1)Nc1cccc(F)c1
 : -1 | -0.7 | 7 | 0.0
O=C1OC(c2ccc(Br)cc2)=N/C1=C\c1ccc(Cl)c(Cl)c1
 : 0 | 0.5 | -8 | -0.1
C/C(=N\NC(=O)c1ccc(N)cc1)c1ccc(F)cc1
 : -31 | 0.1 | 3 | 0.2
COCCn1nnnc1C(c1ccc(C)cc1)N(Cc1ccco1)Cc1cccs1 (configuration not stated)
 : 6 | 0.5 | -4 | 0.0
CC1=C2C(=O)C(=O)N(Cc3ccccc3)C23C(O)(O)c2ccccc2C3(O)O1 (configuration not stated)
 : 3 | 2.3 | -8 | -0.4
CCOC(=O)CN1C(=O)C(O)(CC(=O)c2ccc(Br)cc2)c2ccccc21 (configuration not stated)
 : 2 | 0.3 | 3 | 0.5
CC(C)[C@@H]1NC(=O)[C@H]2CN(Cc3nc(-c4ccc(F)cc4)cs3)CCN2C1=O
 : 3 | 0.1 | 2 | -0.2
CCC(=O)NC(=S)NNC(=O)COc1ccc(Br)cc1
 : 2 | 0.2 | -3 | -0.1
O=C(Nc1ccc2c(c1)CCC2)C1CC(=O)N(Cc2ccccc2)C1 (configuration not stated)
 : 3 | 2.0 | -1 | 0.0
Cc1nn(-c2ccccc2)c2ncc(C(=O)N3CCN(C)CC3)c(Cl)c12
 : 6 | -0.1 | -1 | -0.2
COc1ccc(N(C(C)C(=O)Nc2ccc(Cl)cc2C)S(C)(=O)=O)cc1 (configuration not stated)
 : 4 | 2.5 | -7 | -0.1

(list continues)
Below each compound – TEAD-YAP inh | GPR151 ag | MITF inh | FBW7 activator
O=C(O)c1cccc(Nc2nc(C(F)(F)F)nc3ccccc23)c1
 : 1 | -0.5 | 4 | 0.1
N#Cc1ccc(Cn2c3ccccc3c3nc4cc(F)ccc4nc32)cc1
 : 8 | -0.1 | 14 | 0.0
Cc1ccccc1-n1c(SCc2ccc(C(F)(F)F)cc2)nc2[nH]ncc2c1=O
 : -17 | 3.0 | 3 | -0.1
Cc1nn(-c2ccccc2)c(C)c1/C=N/n1cnnc1
 : -6 | -0.5 | 2 | 0.1
CC1CCCC(NC(=O)C2N(CCN(C)Cc3ccccc3)C(=O)C3C(C(=O)Nc4cc(Cl)cc(Cl)c4)C4C=CC32O4)C1C (configuration not stated)
 : -2 | 0.4 | -5 | -0.1
CCCC(=O)N1CCc2cc(OC)c(OC)cc2C1COc1ccccc1OC (configuration not stated)
 : -6 | 0.5 | 7 | -0.1
Cc1cc(C(=O)NCc2csc(-c3cccs3)n2)no1
 : -22 | 2.8 | 7 | -0.1
O=C1NC(=O)N(c2ccccc2)C(=O)/C1=C\c1ccccc1I
 : -6 | 1.9 | 4 | -0.1
COc1cc2nc(Nc3ccccc3)nc(Nc3ccc(N4CCOCC4)cc3)c2cc1OC
 : 0 | 8.2* | 21 | -0.2
CC1=C(C(N)=O)C(c2cccc(C)c2)n2nc(-c3ccccc3Cl)nc2N1 (configuration not stated)
 : 7 | -0.3 | 12 | 0.1
CCOc1ccc(C(=O)NNc2cc(=O)n(C)c(=O)n2C)cc1OCC
 : 4 | 0.6 | -2 | -0.1
CC(=O)Nc1ccc(N=Cc2cc(Cl)cc(Cl)c2O)cc1
 : 3 | 1.0 | -8 | 0.0
O=C(C1CCN(S(=O)(=O)c2cnc[nH]2)CC1)N1CCn2c1nc1ccccc12
 : 9 | -1.3 | 8 | 0.2
CCc1ccccc1N1C(=O)C=CC1=O
 : 1 | -1.2 | 0 | 0.0
O=C(CN1C(=O)CSC1=O)NCc1ccccc1
 : -2 | 2.8 | 1 | 0.2

Entries above with a CF3 group, in the order listed:
Below each compound – TEAD-YAP inh | GPR151 ag | MITF inh | FBW7 activator
NC(=O)C1(N2CCCCC2)CCN(C(=O)Nc2ccccc2C(F)(F)F)CC1
 : -30 | 3.9 | 10 | 0.1
O=C(O)c1cccc(Nc2nc(C(F)(F)F)nc3ccccc23)c1
 : 1 | -0.5 | 4 | 0.1
Cc1ccccc1-n1c(SCc2ccc(C(F)(F)F)cc2)nc2[nH]ncc2c1=O
 : -17 | 3.0 | 3 | -0.1

Going on with the list.
Below each compound – TEAD-YAP inh | GPR151 ag | MITF inh | FBW7 activator
O=c1oc2ccc(Br)cc2cc1-c1nnc(Nc2ccccc2)s1
 : 1 | -0.4 | 1 | 0.0
COc1ccc(CN2CCNC(=O)C2CC(=O)NC2CCC2)cc1OC (configuration not stated)
 : -3 | 0.2 | -12 | -0.1
c1coc(C2Oc3ccccc3C3CC(c4cccs4)=NN32)c1 (configuration not stated)
 : -40 | -0.7 | 5 | -0.1
COc1ccc(Nc2cc(-c3ccc(C=O)cc3)ncn2)cn1
 : -19 | 0.7 | -11 | -0.3
COc1cccc(NC(=O)C2CC2(c2cccc(OC)c2)c2cccc(OC)c2)c1 (configuration not stated)
 : -11 | -0.4 | 5 | -0.1
CCOC(=O)c1cnn(-c2ncnc3sc(C)c(C)c23)c1N
 : -4 | -1.1 | -17 | -0.1
O=C(Nc1ccc(Cc2ccncc2)cc1)c1ccco1
 : -33 | 0.1 | 6 | 0.2
CC1=NCCN1S(=O)(=O)c1ccc(Cl)c([N+](=O)[O-])c1
 : 6 | 0.6 | 0 | 0.0
COc1ccc(Br)c(C(=O)NCCNC(C)=O)c1
 : 0 | -0.3 | -3 | -0.1
C=CCOC(=O)C1=C(C)NC(C)=C(C(=O)OCC=C)C1c1cn(-c2ccccc2)nc1-c1ccc(F)cc1
 : 3 | -0.8 | 13 | -0.1
O=C(CSc1ccc(-c2ccccn2)nn1)NCc1ccccc1Cl
 : -5 | 2.8 | 22 | -0.2
Cc1nonc1CC(=O)NC1(c2ccc(F)cc2)CCCC1
 : -7 | 0.1 | -11 | -0.1
COc1ccc(CNC(=O)CCn2c(=O)oc3ccccc32)c(OC)c1
 : -2 | 0.0 | 2 | 0.0
CCC(OC(=O)C(CCSC)NC(=O)c1ccccc1)C(=O)Nc1ccc(S(N)(=O)=O)cc1 (configuration not stated)
 : 0 | 0.5 | 4 | 0.0

Four entries already listed, sorted by count of non-hydrogen atoms, descending.
Below each compound – TEAD-YAP inh | GPR151 ag | MITF inh | FBW7 activator
CCC(OC(=O)C(CCSC)NC(=O)c1ccccc1)C(=O)Nc1ccc(S(N)(=O)=O)cc1 (configuration not stated)
 : 0 | 0.5 | 4 | 0.0
COc1ccc(CNC(=O)CCn2c(=O)oc3ccccc32)c(OC)c1
 : -2 | 0.0 | 2 | 0.0
COc1ccc(Nc2cc(-c3ccc(C=O)cc3)ncn2)cn1
 : -19 | 0.7 | -11 | -0.3
Cc1nonc1CC(=O)NC1(c2ccc(F)cc2)CCCC1
 : -7 | 0.1 | -11 | -0.1

Screens deposited in PubChem by The Scripps Research Institute Molecular Screening Center.

The order is random; any-hit rate near 3.4%.
